Source: PubChem BioAssay
Pin1 inh = inhibitors of human Pin1; Q13526; Pin1 FP peptide displacement, HiFluor488, 10 min; Potency, µM (titrated, usually from 115 µM), for the others: at the highest dose activity, negative = inhibition, most hits filed as inhibitors; actives 0.009% (n = 390,000); AID 504891; active = well fitted inhibition curve with a large enough effect in the polarisation, with a control signal flat, not every such curve was filed as active; inconclusive = small, poorly fitted or top-dose-only effect, or effect the other way, or a change in a side signal; inactive = no such curve, though single readings can be large or run the other way; the % refers to the polarisation; also: % is scaled to controls: 0 for no effect and ±100 for the full control effect
GLS inhibitor = glutaminase GLS (human) inhibition. O94925. GLS enzymatic activity, qHTS titration. Potency, µM (series often up to 45.5 µM), for inactives: at the top dose activity change, negative = inhibition, hits mostly inhibitors. actives 0.21% (n = 410,000). AID 624170; also: % is scaled to controls: 0 for no effect and ±100 for the full control effect
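Human kidney-isoform GLS in 45 mM KH2PO4 pH 8.2, 0.02% Tween-20, with compound, started with 1mM L-Glutamine (added stock). Glutamate oxidase/HRP/Amplex red coupled fluorescence read at start and after 30 min at RT.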
BLM helicase inh = inhibitors of human Bloom syndrome helicase BLM | AID 2528 | actives 0.2% (n = 350,000) | recombinant BLM DNA unwinding, fluorescence dequenching | P54132 | Potency, µM (titrated, usually from 56.1 µM), for the others: at the highest dose activity change, negative = inhibition, usual class: inhibitors;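 also: plate controls were vehicle for no effect and no enzyme for full effect; nearly all actives have a fitted effect of over 35% in size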
Target sequence (P54132 whole entry, looked up): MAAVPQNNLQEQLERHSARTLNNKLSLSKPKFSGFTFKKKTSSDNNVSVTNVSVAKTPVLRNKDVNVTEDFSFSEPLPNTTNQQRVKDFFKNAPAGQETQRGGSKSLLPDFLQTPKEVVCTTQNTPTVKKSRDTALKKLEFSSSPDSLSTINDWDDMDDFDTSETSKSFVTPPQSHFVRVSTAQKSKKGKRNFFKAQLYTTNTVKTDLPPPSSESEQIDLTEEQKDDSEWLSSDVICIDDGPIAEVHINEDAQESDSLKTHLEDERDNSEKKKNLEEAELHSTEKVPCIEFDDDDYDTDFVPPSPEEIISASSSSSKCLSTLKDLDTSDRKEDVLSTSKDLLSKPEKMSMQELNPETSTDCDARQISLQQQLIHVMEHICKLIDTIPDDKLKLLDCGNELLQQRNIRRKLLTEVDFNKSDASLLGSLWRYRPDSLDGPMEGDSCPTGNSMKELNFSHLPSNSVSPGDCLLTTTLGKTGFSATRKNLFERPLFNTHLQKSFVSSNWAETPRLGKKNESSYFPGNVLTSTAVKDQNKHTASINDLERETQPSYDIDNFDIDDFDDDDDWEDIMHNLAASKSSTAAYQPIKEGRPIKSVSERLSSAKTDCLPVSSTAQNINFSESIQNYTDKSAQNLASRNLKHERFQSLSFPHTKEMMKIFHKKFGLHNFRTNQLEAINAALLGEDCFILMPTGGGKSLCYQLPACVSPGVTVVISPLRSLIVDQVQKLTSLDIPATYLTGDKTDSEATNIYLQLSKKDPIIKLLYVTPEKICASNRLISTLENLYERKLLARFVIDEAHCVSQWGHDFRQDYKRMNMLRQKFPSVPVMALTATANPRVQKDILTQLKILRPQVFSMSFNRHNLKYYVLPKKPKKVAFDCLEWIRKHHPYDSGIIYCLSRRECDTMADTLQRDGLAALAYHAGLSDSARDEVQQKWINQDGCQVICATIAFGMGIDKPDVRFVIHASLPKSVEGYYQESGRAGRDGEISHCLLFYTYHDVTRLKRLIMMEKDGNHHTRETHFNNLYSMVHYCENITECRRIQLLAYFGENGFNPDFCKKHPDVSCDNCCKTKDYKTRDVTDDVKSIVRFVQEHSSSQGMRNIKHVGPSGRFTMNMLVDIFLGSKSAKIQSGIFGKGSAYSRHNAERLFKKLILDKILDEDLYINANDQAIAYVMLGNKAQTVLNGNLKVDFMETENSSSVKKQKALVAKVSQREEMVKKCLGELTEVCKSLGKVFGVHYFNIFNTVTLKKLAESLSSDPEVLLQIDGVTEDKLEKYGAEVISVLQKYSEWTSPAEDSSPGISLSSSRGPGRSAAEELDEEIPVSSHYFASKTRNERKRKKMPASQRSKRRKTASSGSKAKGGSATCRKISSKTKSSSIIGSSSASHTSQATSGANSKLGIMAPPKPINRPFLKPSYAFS
JMJD2A Tudor = inhibitors of human JMJD2A Tudor domain | O75164 | AlphaScreen JMJD2A-Tudor / H3K4me3 peptide binding | Potency, µM (titrated, usually from 114 µM), inactives show top-dose activity change, negative = inhibition, most hits filed as inhibitors | actives 4.4% (n = 390,000) | AID 504339; also: % is scaled to controls: 0 for no effect and ±100 for the full control effect; nearly all actives have a fitted effect of over 50% in size
Tb PGK inh = blocks T. brucei phosphoglycerate kinase | actives 0.043% (n = 380,000) | P07378 | AID 602233 | Potency, µM (titrated, usually from 57.5 µM), for the others: at the top dose activity change, negative = inhibition, most hits filed as inhibitors | PGK/GAPDH coupled, Kinase-Glo luminescence, 60 min; also: % is scaled to controls: 0 for no effect and ±100 for the full control effect; nearly all actives have a fitted effect of over 60% in size
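Recombinant glycosomal PGK reaction used 1,3-bisphosphoglycerate generated in-well by GAPDH (100nM final) in 100mM TEA pH 7.6, 5mM MgCl2, 0.01% Tween-20. After 60 minutes at room temperature, ATP was read by Kinase-Glo Plus luminescence end-point.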
POLI inh = DNA polymerase iota (human) inhibition; Q9UNA4; AID 588590; actives 1% (n = 390,000); Potency, µM (titrated, usually from 115 µM), for inactives: at the top dose activity, negative = inhibition, hits mostly inhibitors; Pol iota fluorescent replication assay, 10 min
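Pol iota at 10 nM preincubated 15 min with compounds at room temperature; reaction started with fluorescent substrate, 50 nM final. Fluorescence read kinetically at 0 and 10 min; buffer-only wells as negative control.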
BAZ2B block = BAZ2B (human) inhibition; AID 504333; Potency, µM (top dose mostly 114 µM), for the others: at the highest dose activity change, negative = inhibition, usual class: inhibitors; AlphaScreen BAZ2B-H3K14Ac peptide displacement; Q9UIF8; actives 4.4% (n = 360,000); also: % is scaled to controls: 0 for no effect and ±100 for the full control effect; nearly all actives have a fitted effect of over 60% in size
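In this displacement format the biotinylated H3(5-23) peptide acetylated at Lys14 serves as ligand at 50 nM, with BAZ2B at 50 nM in PBS pH 7.4 containing 0.01% Tween-20. Donor and acceptor beads are 10 ug/mL final.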
HP1b binding inh = HP1-beta chromodomain-methylated histone interaction inhibition | AlphaScreen HP1-beta / biotin-H3K9me3 peptide binding | AID 540317 | Potency, µM (titrated, usually from 114 µM), for inactives: at the highest dose activity change, negative = inhibition, actives largely listed as inhibitors | actives 0.56% (n = 390,000); also: nearly all actives have a fitted effect of over 70% in size; inactives centre near 23
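AlphaScreen: HP1-beta (50 nM) preformed 30 min with biotin-H3(1-18)K9me3 peptide (50 nM) in PBS pH 7.4, 0.01% Tween-20. Compound added for 30 min at RT, then streptavidin donor/nickel chelate acceptor beads (10 ug/mL) for 30 min.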
G9a inh = G9a (human) methyltransferase inhibition; Potency, µM (doses to about 102 µM), inactives show at the top dose activity, negative = inhibition, most hits filed as inhibitors; G9a H3K9 monomethylation, AlphaScreen, 2 h; actives 8.8% (n = 350,000); Q96KQ7; also: % is scaled to controls: 0 for no effect and ±100 for the full control effect; nearly all actives have a fitted effect of over 75% in size
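Methyltransferase reactions run at room temperature for 2 h (20 nM enzyme, 500 nM biotin-H3K9 peptide, 20 uM SAM) after a 15 min compound preincubation; product detected by AlphaScreen beads and anti-H3K9me1 antibody.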
Starred values were filed as active, the others as inactive; i = inactive; ? = inconclusive; / = no result given; [ ] = dose if it differs, or a comment. Unless noted, calls follow the shape of the dose curve; as a rule, active = well fitted curve in the direction sought with a large enough effect; inconclusive = small, poorly fitted or top-dose-only effect, or another doubt; inactive = no such curve, though single readings can be large; an effect the other way counts as inactive or inconclusive. Potency is read from the fitted curve at half-maximal effect. Some of the compounds tested; the hit share may differ from the screen's.

SMILES | Pin1 inh | GLS inhibitor | BLM helicase inh | JMJD2A Tudor | Tb PGK inh | POLI inh | BAZ2B block | HP1b binding inh | G9a inh
C(=N\Nc1nc2ccccc2[nH]1)/C1CCCCC1 | 9.0% | ? | -0.6% | -24.4% | 0.7% | 79.4%[activator] | / | 9.3% | ?
CCNC(=O)c1sc(=S)n(-c2ccc(C)cc2)c1N | -3.1% | 11.9% | -5.1% | -18.8% | i | 13.3% | -29.9% | ? | 31.6µM*
N/C(=N\OC(=O)Cc1ccccc1)c1ccccc1Cl | -0.8% | -1.2% | -7.0% | 13.1% | -2.3% | ? | 104.8%[activator] | 17.0% | 78.1%[activator]
COc1ccc(CNC(=O)CN2C(=O)c3ccccc3S2(=O)=O)cc1 | ? | 26.1% | / | ? | i | 28.8% | / | -8.5%[57 µM] | /
Cc1ccn2c(=O)nc(SCC(=O)Nc3ccc4c(c3)OCCO4)nc2c1 | ? | -0.1% | / | -6.8% | -3.1% | 56.2µM* | 3.7% | 17.5% | 8.5%
Cn1c(=O)[nH]c(=O)c2c1nc(N1CCCCC1)n2CCOc1ccccc1 | 2.5% | 1.6% | -2.0% | -18.5% | -6.5% | 7.2% | 1.0% | 10.4% | 29.2%[59 µM]
CCNCC(=O)N1c2ccccc2CCc2ccc(NC(=O)OC(C)C)cc21 | 14.7% | 0.5% | -7.5% | ? | -1.9% | 38.5%[activator] | ? | 8.0% | /
COc1ccc(-c2[nH]ncc2CN2CCN(C(=O)c3cccs3)CC2)c(F)c1 | -6.7% | 15.8% | -10.7% | -9.7% | -5.9% | 7.9% | -9.6% | 10.0% | /
CCn1ccnc1CNC(=O)CC1C(=O)NCCN1Cc1ccc(OC)cc1OC (stereo not given) | -8.6% | 1.4% | 0.0% | -4.1% | 5.8% | 16.8% | 15.8% | 74.1%[activator] | 35.3%[activator]
Cc1ccc(NS(=O)(=O)c2ccc(C(=O)N3CCCCCCC3)cc2)cc1 | 2.1% | 11.0% | -5.8% | -11.4% | -1.5% | 6.0% | -1.1% | 15.8% | /
O=C(COC(=O)c1ccc(OC(F)(F)F)cc1)NCCN1C(=O)CSC1=O | -5.5% | -1.9% | / | -8.1% | -4.4% | 71.5%[activator] | -1.6% | 34.4%[activator] | 12.4%[12.7 µM]
Cc1cccc(NS(=O)(=O)c2cc3c(cc2C)n(C)c(=O)c(=O)n3C)c1 | 0.9% | 6.7% | 1.8% | -29.6% | -3.1% | -0.7% | 7.4% | 38.6%[activator] | 5.5%
Cc1cc(Nc2ccc3c(c2)OCCO3)c2ccccc2n1 | -4.8% | 18.3% | 54.1%[activator] | -20.1% | i | -3.5% | -8.0% | -7.1% | ?
Cc1cccc(NC(=O)c2sc(-n3nc(C)c(Cc4ccc5c(c4)OCO5)c3C)nc2C)c1C | -8.5% | -2.2% | -0.5% | -17.5% | 8.0% | 5.1% | 3.1% | 24.0% | 9.9%[59 µM]
CCCCC1=NN2C(=N)CC(=O)N=C2S1 | 17.3% | 19.6% | -4.6% | -19.0% | i | 10.7% | -20.3% | 39.7%[activator] | 5.2%

Continued (two carried over from the part before).
SMILES | Pin1 inh | GLS inhibitor | BLM helicase inh | JMJD2A Tudor | Tb PGK inh | POLI inh | BAZ2B block | HP1b binding inh | G9a inh
Cc1cccc(NC(=O)c2sc(-n3nc(C)c(Cc4ccc5c(c4)OCO5)c3C)nc2C)c1C | -8.5% | -2.2% | -0.5% | -17.5% | 8.0% | 5.1% | 3.1% | 24.0% | 9.9%[59 µM]
CCCCC1=NN2C(=N)CC(=O)N=C2S1 | 17.3% | 19.6% | -4.6% | -19.0% | i | 10.7% | -20.3% | 39.7%[activator] | 5.2%
CN1CCN(C(=O)CNC(=O)c2cccs2)CC1 | 7.6% | -4.2% | / | 2.7% | 4.4% | 70.4%[activator] | / | 23.3% | /
Nc1nc(Nc2cccc(F)c2)nc(N2CCOCC2)c1[N+](=O)[O-] | -8.6% | -4.9% | -4.1% | -28.3% | -5.7% | 28.4% | ? | 7.3% | ?
CC(=O)Oc1ccc(-c2ccc(C(=O)OCC(=O)c3c(N)n(C)c(=O)n(C)c3=O)cc2)cc1 | 17.0% | -15.7% | / | 4.7% | -4.4% | 74.4%[activator] | / | 39.3%[activator] | /
COc1ccc(/C=C(/NC(=O)/C=C/c2ccccc2)C(=O)O)cc1 | -6.0% | -3.1% | -10.1% | -0.8%[11.4 µM] | -9.4% | 74.6%[activator] | -3.5% | 18.0% | 4.2%
O=C(c1ccc(S(=O)(=O)N2CCCC2)cc1)N1CCN(c2ccccc2)CC1 | -4.8% | 2.4% | -4.2% | -8.5% | -2.3% | -2.0% | -16.5% | -7.7% | 10.6%
COc1cc(CNc2nc3ccccc3[nH]2)cc(OC)c1OC | 0.3% | 18.6% | -12.6% | -22.2% | -1.1% | -1.8% | -3.4% | 19.7% | -5.8%[59 µM]
Cc1ccc(Cn2c(=O)c3c(nc4n3CCN4c3cc(C)cc(C)c3)n(C)c2=O)cc1 | 0.7% | 2.2% | -3.5% | -19.7% | -9.9% | -8.1% | -14.9% | 1.4% | 0.9%[59 µM]
CCN(CC)S(=O)(=O)c1ccc(N2C(=O)CC2(/C=C/c2ccccc2)C(=O)NC2CCCC2)cc1 (stereo not given) | 17.4% | 3.8% | -7.2% | -17.2% | 1.1% | 23.5% | -37.4% | 13.5% | -5.1%[59 µM]
COc1ccc(C(=O)Nc2nnc(S(=O)(=O)N3CCCc4ccccc43)s2)cc1 | 3.4% | 18.3% | -0.1% | ? | 4.7% | 16.9% | ? | -1.4% | -41.8%[59 µM]
Clc1ccc(CSc2nnc(Cn3cnc4ccccc43)o2)cc1 | -1.9% | -3.7% | -10.3% | ? | -5.1% | -13.2% | -2.3% | -16.2% | 30.7%[12.7 µM]
CCOC(=O)c1cc(-c2ccccc2)sc1NC(=O)c1ccc(OC)c(OC)c1 | -3.7% | -0.5% | -2.5% | ? | -1.2% | 147.2%[activator] | 8.8% | ? | 3.55µM*
Cc1cc(NC(=O)CCC(=O)N(CC(=O)NC2CCCC2)c2ccc(Cl)cc2)no1 | 2.2% | -12.4% | -1.1% | -11.3% | -0.2% | 61.0%[activator] | -18.8% | 12.0% | 2.7%
COCCCNC(=O)c1cc(C(=O)c2c(-c3c(Cl)cccc3Cl)noc2C)c[nH]1 | 3.8% | -2.8% | 0.1% | -9.5% | -2.7% | 13.2% | -5.6% | 34.2% | -3.8%
Cc1ccc(CCNC(=O)c2ccc3c(c2)N(Cc2ccccc2F)C(=O)c2ccccc2S3=O)cc1 (stereo not given) | 38.8%[activator] | 2.8% | -8.5% | -4.4% | -0.8% | 17.5% | -13.0% | 30.9% | -1.0%[59 µM]
O=C(CCC1CCCCC1)NCCS(=O)(=O)N1CCN(c2ccccc2F)CC1 | 0.3% | 4.3% | / | 0.7% | 4.8% | 14.0% | -3.1% | 31.9% | -2.1%[59 µM]
CCCCCn1c(=O)[nH]c2cc(C(=O)N3CCN(c4cc(Cl)ccc4C)CC3)ccc2c1=O | 1.1% | 1.7% | 2.2% | -21.5% | -0.6% | 24.8% | 0.9% | 6.1% | 6.9%[59 µM]
O=C(N/N=C/c1ccccc1Cl)c1ccc(F)cc1 | 1.5% | 4.1% | -2.8% | -11.7% | 28.9% | 5.3% | -5.7% | 21.8% | 22.4%
Cc1ccc(S(=O)(=O)N(C)C)cc1NC(=S)NC12CC3CC(CC(C3)C1)C2 | 5.9% | -1.7% | -8.6% | -33.0% | i | 10.2% | -30.8% | 33.4% | -16.3%
Cc1ccc(CSc2nnc(SCC(=O)N/N=C/c3c(C)nn(-c4ccccc4)c3C)s2)cc1 | 13.6% | 0.4% | -7.4% | -29.7% | -11.1% | ? | -2.8% | 2.7% | ?
COc1ccc(CCN(C(=O)c2cccc(F)c2)C2CC(=O)N(c3ccccc3)C2=O)cc1 (stereo not given) | 0.2% | 12.3% | -0.2% | 13.5% | -10.4% | 10.2% | 6.6% | 23.9% | -6.2%
COc1c(F)c(F)c(C(=O)Nc2ccccc2N2CCN(C(=O)C(C)C)CC2)c(F)c1F | 6.7% | 7.8% | -0.4% | -19.4% | 0.9% | 38.0%[activator] | -28.2% | 7.7% | -1.2%[12.7 µM]
CCOc1ccc(N(C(=O)c2ccc(Cl)cc2)S(=O)(=O)c2ccc3c(c2)n(C)c(=O)n3C)cc1 | -21.9% | 9.1% | -1.4% | -28.9% | / | 5.6% | -20.4% | 21.9% | -10.8%[59 µM]
COC(=O)c1c(C)oc(C)c1S(=O)(=O)NC(C)(C)C | 0.4% | 0.0% | -3.0% | -2.7% | -4.5% | 72.5%[activator] | 0.4% | 33.8%[activator] | /
CC1(C)CC(=O)C(C(c2cccnc2)C2C(=O)CC(C)(C)CC2=O)C(=O)C1 | -8.1% | 7.3% | -4.1% | -32.3% | -9.3% | -4.8% | -1.3% | 32.4% | 50.1µM*
CCN1C(=O)/C(=C/c2ccc(C)s2)SC1=Nc1ccc(OC)cc1 | -1.2% | -9.4% | -4.5% | ? | -1.8% | 9.7% | ? | -20.5% | ?
COc1ccc(CN2CCNC(=O)C2CC(=O)NCc2csc(C)n2)c(F)c1 (stereo not given) | ? | -16.7% | 1.3% | -2.8% | -9.5% | 27.9% | -20.2% | 47.9%[activator] | ?
CCCCC(=O)Nc1nc2c(OC)ccc(OC)c2s1 | 19.5% | -5.7% | -6.2% | -5.6% | -1.7% | 15.2% | 10.0% | 33.9% | -8.5%
CC(C)c1nc(SCC(=O)NC2CCCCC2)c2ccccc2n1 | -6.4% | 7.5% | -0.2% | -7.2% | i | 58.4%[activator] | 1.8% | -1.9% | 7.5%

Individual results from the entries so far:
For Tb PGK inh, Cc1cccc(NC(=O)c2sc(-n3nc(C)c(Cc4ccc5c(c4)OCO5)c3C)nc2C)c1C is entered as 8.0%
For BAZ2B block, COC(=O)c1c(C)oc(C)c1S(=O)(=O)NC(C)(C)C is entered as 0.4%
